LYPLA1 counter: LYPLA1 inhibitors, primary screen, counter-screen for PME1 inhibitor project, biochemical, fluorescence polarization, FP-Rh probe ABPP; Acyl-protein thioesterase 1 (Homo sapiens), O75608; recombinant LYPLA1; inhibition, % at 5.9 µM; hit rate 0.16% among 320,000; AID 2174, 2009;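 active means inhibition above the mean of all tested compounds plus 3 SD, set per campaign, cut at about 14% in these data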;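 further: inhibitors block serine hydrolase probe labeling of LYPLA1 so polarization falls; 0% = enzyme with DMSO and 100% = wells lacking LYPLA1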
GSTO1 inh: inhibitors of recombinant GSTO1, primary screen, counter-screen for RBBP9 inhibitor project, biochemical, fluorescence polarization; Glutathione S-transferase omega-1 (Homo sapiens), P78417; activity-based probe fluorescence polarization; inhibition, % at 5.96 µM; hit rate 1.1% among 300,000;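 active means inhibition above the campaign mean inhibition plus 3 SD, cut at about 35% in these data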;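 further: 0% = GSTO1-1 with DMSO and 100% = wells lacking GSTO1-1 enzyme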
Target sequence (P78417 whole entry, looked up): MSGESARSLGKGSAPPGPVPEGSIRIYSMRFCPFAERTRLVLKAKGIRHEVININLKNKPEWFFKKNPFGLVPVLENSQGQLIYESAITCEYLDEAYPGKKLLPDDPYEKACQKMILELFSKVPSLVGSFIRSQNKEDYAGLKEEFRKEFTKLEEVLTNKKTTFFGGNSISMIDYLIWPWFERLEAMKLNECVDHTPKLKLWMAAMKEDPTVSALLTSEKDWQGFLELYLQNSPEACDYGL
LYPLA2 counter: LYPLA2 inhibitors, primary screen, counter-screen for PME1 inhibitor project, biochemical, fluorescence polarization, FP-Rh probe ABPP; inhibition, % at 5.9 µM; Acyl-protein thioesterase 2 (Homo sapiens), O95372; hit rate 0.38% among 320,000; recombinant LYPLA2;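 active means inhibition above the screen-wide mean plus 3 SD, limit set per campaign, cut at about 26% in these data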;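 further: 0% = LYPLA2 with DMSO and 100% = wells lacking LYPLA2 enzyme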
pPAFAH inh: pPAFAH enzyme inhibitors, primary screen, biochemical, fluorescence polarization, human; recombinant pPAFAH, FP-rhodamine probe fluorescence polarization; inhibition, % at 3.39 µM; hit rate 1.5% among 330,000;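 active means inhibition above the mean inhibition across the screen plus 3 SD, cut at about 25% in these data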;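 further: inhibitors block binding of the rhodamine activity-based probe so polarization drops; 0% = enzyme with DMSO and 100% = wells lacking pPAFAH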
Target sequence (Q13093 whole entry, looked up): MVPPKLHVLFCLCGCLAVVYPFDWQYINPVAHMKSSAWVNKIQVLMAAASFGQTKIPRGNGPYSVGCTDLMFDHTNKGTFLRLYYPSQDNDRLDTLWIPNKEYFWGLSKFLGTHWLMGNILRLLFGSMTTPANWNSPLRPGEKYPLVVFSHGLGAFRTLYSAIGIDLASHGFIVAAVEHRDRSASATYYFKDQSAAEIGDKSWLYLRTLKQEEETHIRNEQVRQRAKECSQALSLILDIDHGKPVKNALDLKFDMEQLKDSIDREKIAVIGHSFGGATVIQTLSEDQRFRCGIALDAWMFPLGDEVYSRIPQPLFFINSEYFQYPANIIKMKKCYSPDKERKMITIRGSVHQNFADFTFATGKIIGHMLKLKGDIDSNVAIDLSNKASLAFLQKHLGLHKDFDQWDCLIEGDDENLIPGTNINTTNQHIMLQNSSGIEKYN
PAFAH1B3 inh: PAFAH1B3 enzyme inhibitors, primary screen, biochemical, fluorescence polarization, human | Platelet-activating factor acetylhydrolase IB subunit alpha1 (Homo sapiens), Q15102 | recombinant PAFAH1B3, FP-rhodamine probe | inhibition, % at 3.39 µM | hit rate 0.28% among 340,000;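 active means inhibition above the screen-wide average of all tested compounds plus 3 SD, cut at about 25% in these data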;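 further: 0% = enzyme with DMSO only and 100% = wells lacking PAFAH1B3 protein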
Target sequence (Q15102 whole entry, looked up): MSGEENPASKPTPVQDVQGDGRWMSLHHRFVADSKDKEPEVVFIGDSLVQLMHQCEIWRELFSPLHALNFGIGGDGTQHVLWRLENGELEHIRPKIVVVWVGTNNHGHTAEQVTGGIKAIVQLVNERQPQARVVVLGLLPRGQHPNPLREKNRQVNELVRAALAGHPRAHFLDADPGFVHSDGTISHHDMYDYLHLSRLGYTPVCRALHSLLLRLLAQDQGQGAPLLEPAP
PME-1 primary: PME-1 inhibitors via competitive probe labeling, primary screen, biochemical, fluorescence polarization, FP-Rh probe, HTS. Protein phosphatase methylesterase 1 (Homo sapiens), Q9Y570. recombinant PME-1. inhibition, % at 5.9 µM. hit rate 0.53% among 320,000. AID 2130, 2009;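 active means inhibition above the campaign mean of all compounds plus 3 SD, cut at about 26% in these data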;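 further: competitive labeling of PME-1 active site by serine hydrolase directed probe; 0% = PME-1 with DMSO and 100% = wells lacking PME-1 enzyme; inhibitors block probe labeling so polarization falls and inhibition rises; many of its hits are not listed in these tables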
PAFAH1B2 inh: PAFAH1B2 enzyme inhibitors, primary screen, biochemical, fluorescence polarization, human. Platelet-activating factor acetylhydrolase IB subunit alpha2 (Homo sapiens), P68402. recombinant PAFAH1B2, FP-rhodamine activity probe. hit rate 1.2% among 340,000. inhibition, % at 3.39 µM;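 active means inhibition above the mean of all tested compounds plus 3 SD, cut at about 24% in these data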;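 further: 0% = enzyme with DMSO and 100% = wells lacking PAFAH1B2; many of its hits are not listed in these tables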
PAD4 FP inh: human PAD4 inhibitors, primary screen, biochemical, fluorescence polarization, 1536-well format. Protein-arginine deiminase type-4 (Homo sapiens), Q9UM07. recombinant PAD4, RCA probe fluorescence polarization. inhibition, % at 6.36 µM. hit rate 0.41% among 330,000;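 active means percent inhibition above a cutoff equal to the mean of all tested compounds plus 3 SD, cut at about 15% in these data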;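 further: 0% = PAD4 with RCA probe and DMSO and 100% = probe without PAD4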
PREPL inhibitor: PREPL enzyme inhibitors, primary screen, biochemical, fluorescence polarization. Prolyl endopeptidase-like (Homo sapiens), Q4J6C6. hit rate 0.68% among 320,000. recombinant PREPL, fluorescence polarization activity-based probe. inhibition, % at 5.96 µM; in the data active means inhibition above about 43%;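 further: 0% = enzyme with DMSO and 100% = wells lacking enzyme; many of its hits are not listed in these tables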
* hit, by the source's call; . = not tested or not shown. These rows are one share of the data; the hit share may differ from the screen's.

The first two compounds, ahead of the listing:
SMILES	LYPLA1 counter	GSTO1 inh	LYPLA2 counter	pPAFAH inh	PAFAH1B3 inh	PME-1 primary	PAFAH1B2 inh	PAD4 FP inh	PREPL inhibitor
CCOC(=O)c1cnc(SCC(=O)Nc2nnc(CC)s2)nc1N	1	19	0	1	6	-5	2	-5	3
Cn1nnnc1SCC(=O)N1CCc2ccccc2C1	-2	3	-3	1	6	-2	2	3	-3

The listing, from the start:
SMILES	LYPLA1 counter	GSTO1 inh	LYPLA2 counter	pPAFAH inh	PAFAH1B3 inh	PME-1 primary	PAFAH1B2 inh	PAD4 FP inh	PREPL inhibitor
CCOC(=O)c1cnc(SCC(=O)Nc2nnc(CC)s2)nc1N	1	19	0	1	6	-5	2	-5	3
Cn1nnnc1SCC(=O)N1CCc2ccccc2C1	-2	3	-3	1	6	-2	2	3	-3
CCOC(=O)c1cnn(-c2cccc(Cl)c2)c1N	4	4	4	-3	-1	2	3	2	11
COc1cc(OC)cc(C(=O)O/N=C(\N)c2cccc(C)c2)c1	-5	0	-5	-1	15	-12	3	-1	13
Cc1c(OC(C(=O)O)c2ccccc2)ccc2c1oc(=O)c1ccccc12 (configuration not stated)	-1	-17	3	-14	8	-3	-6	-3	4
S=C(NCCOCCOCCNC(=S)Nc1ccccc1)Nc1ccccc1	2	6	6	2	1	8	-4	-7	2
Cc1ccc(-n2nc(C)c(C(=O)O)n2)c(C)c1	-7	1	1	-2	-6	0	-2	-1	-4
COc1ccc(NC(=O)CCSc2ccc(F)cc2)cc1	2	1	0	-3	4	-3	8	-9	-7
CCN1CCN(C(c2cccs2)C(C)NC(=O)c2cccc(OC)c2OC)CC1 (configuration not stated)	-1	4	0	2	3	5	0	-2	-3
Cc1[nH]c2ccc(F)cc2c(=O)c1SC(F)(F)C(F)F	3	-1	3	2	6	-2	6	-7	-4
Cc1ccccc1-n1nc2c(c1NC(=O)C1CCCC1)CS(=O)(=O)C2	0	-7	-3	3	2	11	-7	5	9
CCN(CCNC(=O)CS(=O)(=O)Cc1nc(-c2cccc(OC)c2)oc1C)c1ccccc1	-1	14	2	5	9	-3	11	-1	19
Cc1ccc(CNCCCSc2ncccn2)cc1	-2	16	1	-3	2	-3	2	-2	5
N#Cc1ccccc1NC(=O)CSc1nnc(-c2ccccc2)n1-c1ccccc1	0	-4	-3	2	-1	6	7	-5	6
O=C(CC(=O)Nc1ccc(F)cc1F)Nc1ccc(F)cc1F	3	3	4	9	8	-5	2	-6	-6
COc1ccc(/C=N\NC(=O)c2ccccc2OC)cc1COc1c(F)c(F)c(F)c(F)c1F	-14	-11	-19	-3	-7	-8	5	-8	-24
CCCCCn1c(=O)[nH]c2cc(C(=O)NCCCN3CCCCC3CC)ccc2c1=O (configuration not stated)	0	-1	0	2	6	-1	2	0	-12
COc1ccc(CCN2C(=O)CC(N3CCOCC3)C2=O)cc1 (configuration not stated)	-1	-9	2	10	4	-5	-1	-2	5
Cc1[nH]n(-c2nc(-c3ccc(Cl)cc3)cs2)c(=O)c1N=Nc1ccc(O)cc1	-2	2	0	-5	.	15	.	-2	19
O=C(CN1CCN(S(=O)(=O)c2ccc(F)cc2)CC1)NC1CCCC1	-3	6	3	1	3	3	11	-3	8
O=C(COc1ccccc1)NC1CCCCC1	0	-2	2	-2	6	-8	1	-2	1
Cc1ccc(NCc2nnc3n2CCCCC3)cc1	2	1	-2	1	18	2	-2	-2	8
COc1ccc(CN(C)C(=O)Cc2ccc(OC)c(S(=O)(=O)N3CCOCC3)c2)cc1	-2	8	2	5	8	-6	-2	2	19
CCn1cnc2sc(C(=O)Oc3ccc(Br)cc3)c(C)c2c1=O	2	4	3	7	.	-4	.	1	1
COc1ccc2c(c1OC)C(=O)N(c1ccc(O)cc1)C2	1	3	1	6	4	4	0	8	7
CO/C([O-])=N/c1c[n+](-c2ccc(C)cc2)no1	1	5	-3	2	-2	5	2	6	-6
O=C(Nc1ccc(F)cc1)/C(Cl)=C/c1ccccc1	-2	-2	-1	9	12	-4	4	0	-3
O=C(Nc1cccc(Cl)c1)C1CCCN(S(=O)(=O)c2cnc[nH]2)C1 (configuration not stated)	-5	9	0	1	-4	-1	0	1	20
O=S(=O)(NC1CCCC1)c1ccc(S(=O)(=O)N2CCc3ccccc32)cc1	0	-8	-6	27*	0	12	27*	-1	16
COc1ccc(NC(=O)Cn2c(=O)oc3cc(Cl)ccc32)c(OC)c1	1	-4	8	-1	8	5	-1	-4	-4
Cc1nc2ccccn2c1-c1csc(Nc2cccc(C(=O)O)c2)n1	2	3	0	9	9	3	6	5	-8
CC(=O)N(CCC1(C(C)C)CCOC(C)(C)C1)C(C)c1cccs1 (configuration not stated)	-1	4	-2	0	-4	8	2	2	13
N#Cc1ccccc1Sc1ccccc1C(=O)OCC(=O)NC12CC3CC(CC(C3)C1)C2	-9	2	-9	3	2	-15	3	-3	-6
CN(CC(=O)Nc1ccccc1C(F)(F)F)C(=O)CCc1nc2sc3c(c2c(=O)[nH]1)CCCC3	-1	-3	-5	4	-3	5	-4	-4	3
Cc1cc(C)n(-c2ccc(C(=O)Nc3ccc(N4CCOCC4)cc3)cc2)n1	0	16	6	4	3	-4	2	2	10
O=C(NNC(=O)c1cc(Br)ccc1O)c1csc(N2CCOCC2)n1	-1	.	6	23	15	2	8	-15	11
CCn1c(Sc2ccc(N)cc2Cl)nc2ccccc21	2	6	3	6	1	15	-5	-4	-1
CCNc1nc(NC(C)C)nc(N(C)C#N)n1	-4	-2	-10	2	-5	-2	0	2	-4
CCOc1ccc(C2=[N+]([O-])C(C)(C)N(O)C2(C)C)cc1	-4	7	-5	2	6	4	4	1	0
COc1ccc(/C=N/N=C2/NC(=O)C(CC(=O)NC(C)C)S2)cc1 (configuration not stated)	4	3	-1	1	1	4	-2	-9	15
CCN(CC)S(=O)(=O)c1ccc2c(c1)nc(CCC(=O)O)n2C	2	-5	-1	3	-2	-9	-5	-11	-4
O=C(NCCCN1CCCCC1)C1CCN(c2ncnc3c2nc2n3CCCCC2)CC1	1	4	3	4	4	-1	0	-2	7
CCOC(=O)c1ccc(NC2OC(=O)c3ccccc32)cc1 (configuration not stated)	-3	-1	-4	5	3	-3	2	-7	5
N#Cc1ccc(N2CCCNCC2)nc1	-2	5	2	6	2	-2	-3	-1	10
COc1ccc(C(CNC(=O)c2cccc(S(=O)(=O)Nc3ccccc3OC)c2)N2CCCC2)cc1 (configuration not stated)	4	1	5	2	3	8	-3	-2	-25
CC(C)C(C(=O)NCC1CCCO1)N(CC1CCCO1)C(=O)CNS(=O)(=O)c1ccccc1 (configuration not stated)	0	1	-6	2	-5	-4	4	-3	4
Cc1ccc(NC(=O)CCC(=O)n2nc(C)cc2C)c(C)c1	0	1	1	0	15	0	2	4	6
Cc1[nH]c2ccccc2c1/C=N/NC(=O)c1cccc(S(=O)(=O)Nc2ccccc2Cl)c1	-7	13	1	22	15	13	7	-8	30
NC(=O)c1ccc(NC(=O)Cn2c(=O)n(-c3ccccc3)c(=O)c3oc4ccccc4c32)cc1	1	-6	4	-3	1	-1	3	4	12
O=C(O)Cn1cc(C(=S)N2CCOCC2)c2ccccc21	2	3	3	1	-2	0	6	3	9
Continuation.
SMILES	LYPLA1 counter	GSTO1 inh	LYPLA2 counter	pPAFAH inh	PAFAH1B3 inh	PME-1 primary	PAFAH1B2 inh	PAD4 FP inh	PREPL inhibitor
CC[C@@]12C(=O)N(c3ccccc3)C(=O)N1[C@H](c1ccc(OC)cc1)[C@@H]1C(=O)N(C(C)(C)C)C(=O)[C@@H]12	-2	-3	-8	-6	2	-1	3	-6	5
O=c1[nH]c2ccccc2n1CCCSCCCn1c(=O)[nH]c2ccccc21	4	-11	12	8	7	1	16	-2	-2
O=C(Cn1c(NCCCO)nc2ccccc21)c1ccc(F)cc1	0	8	-2	2	-1	-2	-2	-3	19
O=C(c1ccc([N+](=O)[O-])cc1)c1cc2ccc(O)cc2oc1=O	5	5	10	-1	3	5	0	-3	13
CCC(Cc1ccccc1)NC(=O)Cn1ncc2ccsc2c1=O (configuration not stated)	0	3	4	6	-4	4	-2	-3	-8
COC(=O)/C=C/c1cnc2ccccc2c1	-1	-2	5	-3	5	-1	4	-4	-9
CN(C)C(=S)NC(=NCc1ccc([N+](=O)[O-])cc1)c1ccccc1	4	-1	3	2	8	6	2	-2	17
COc1ccc(NC(=O)N2CCN(c3ccc([N+](=O)[O-])cc3)CC2)cc1OC	4	7	15	2	9	-4	-1	-2	46*
NC(=O)CC1NC(=O)c2ccccc21 (configuration not stated)	1	-1	2	5	3	-6	0	1	-7
O=C(N/N=C1\CCCc2ccccc21)c1ccc([N+](=O)[O-])cc1Cl	-3	2	-3	5	-1	1	-3	-5	0
O=C(COC(=O)c1c[nH]c2ccccc12)NC1CCCCC1	-2	.	2	28*	9	-4	6	3	11
Cn1cncc1C#Cc1c(-c2ccsc2)sc2ccccc12	.	.	.	6	-3	.	-5	4	2
Cc1onc(-c2c(F)cccc2Cl)c1C(=O)Nc1nc2ccccc2[nH]1	-6	-12	-4	1	-4	-3	4	-14	9
CCO[C@H]1OC(C(=O)N2CCN(Cc3ccc4c(c3)OCO4)CC2)=C[C@@H](c2ccccc2)[C@@H]1CCCO	4	9	1	-1	13	1	3	1	42
Cc1cc(N)ccc1NC(=O)c1ccccc1	2	5	5	1	-3	1	-1	1	9
CCOc1ccc(C(=O)NN2C(=O)C3C4C=CC(O4)C3C2=O)cc1 (configuration not stated)	5	8	9	2	3	1	0	-2	14
CN(CC(=O)Nc1ccccc1Cl)C(=O)c1cc(C2CC2)nn1-c1ccccc1	-1	.	4	4	4	0	0	0	-4
O=C(O)c1ccc(CSc2nnc(-c3ccncc3)n2-c2ccc(Br)cc2)cc1	0	-1	-3	5	-1	-2	2	-3	15
COc1cc2c(cc1NC(=O)CSc1nnc(Cc3cccs3)n1C)oc1ccccc12	2	46*	-4	10	3	4	-3	2	16
O=c1c2ccccc2[nH]c(=S)n1Cc1ccccc1	-2	10	-4	2	5	-5	6	-2	4
c1ccc(-c2nnc(-c3ccccc3)nn2)cc1	0	0	0	5	.	0	.	-1	6
COC(=O)CSc1nnc(CNC(=O)c2ccc(OC)cc2OC)n1C	-1	2	-5	-1	-4	-1	1	-3	5
CCOC(=O)/C=C(/C)N1N=C(c2ccc(OC)cc2)CC1c1cccc([N+](=O)[O-])c1 (configuration not stated)	-1	3	5	1	11	1	2	3	5
O=C(Nc1ncc(Br)s1)C(Cc1ccccc1)n1cccc1 (configuration not stated)	-11	-13	-15	1	-2	-4	1	-4	-82
CS(=O)(=O)N(CC(=O)NCCSCc1ccco1)c1ccc2c(c1)OCO2	11	2	7	0	11	3	6	2	11
O=[N+]([O-])c1ccc(N2CCN(S(=O)(=O)c3ccccc3)CC2)cc1	0	1	8	3	3	4	1	3	-44
CC(C)(C)CC(=O)O/N=C(\N)c1ccncc1	-2	3	4	3	5	0	-2	-5	-8
